High-throughput results deposited in PubChem BioAssay by National Center for Advancing Translational Sciences (NCATS).
LDHA block: blocks human lactate dehydrogenase A. activity change, % (values are at about 110 or 230 µM). 480,000 compounds, 0.15% hits. AID 1347041. purified LDHA, NADH/diaphorase-resazurin fluorescence; hits give low values. P00338; in the data active = activity change below about -30%; inconclusive = mostly about -25% to -30%;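 also: plate controls were DMSO wells for no effect and wells without enzyme for full effect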
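Enzyme activity of human lactate dehydrogenase 5 (2 nM; 0.06 mM NADH, 0.2 mM pyruvate, 5 min, RT) is measured via a resazurin/diaphorase fluorescence readout of residual NADH.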
TrxR1 substrate: is turned over as a substrate by rat TrxR1; O89049; purified TrxR1 substrate turnover, NADPH consumption readout; Potency, µM (doses to about 114 µM), for inactives: top-dose activity change, negative = substrate turnover; 390,000 compounds, 0.01% hits; also: potency is read from the fitted curve at half-maximal effect; % is scaled to controls: 0 for no effect and ±100 for the full control effect; nearly all actives have a fitted effect of over 50% in size
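Rat TrxR1, dispensed at 90 nM, was prereduced with 400 uM NADPH (final) for 5 min at ~22 deg C, then incubated with compound 15 min before 400 uM selenite. A first-read NADPH fluorescence drop versus no-compound background flagged substrates.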
Vif-APOBEC3G blk: Vif-A3G binding inhibition; HeLa A3G-eYFP + Vif (tagged APOBEC3G with the HIV-1 protein that degrades it), YFP fluorescence, overnight; 410,000 compounds, 0.076% hits; Potency, µM (highest dose often 46.1 µM), inactives show at the highest dose activity, negative = active, usual class: inhibitors; AID 602310;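 also: potency is read from the fitted curve at half-maximal effect; % is scaled to controls: 0 for no effect and ±100 for the full control effect; nearly all actives have a fitted effect of over 60% in size; hits raise eYFP signal because A3G escapes Vif-driven loss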
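Read-out is eYFP fluorescence (Ex 488/Em 500-530) from Vif-expressing HeLa A3G-eYFP cells; more signal means A3G escaped Vif-mediated degradation. Cells plated overnight, compound pinned in, incubated overnight at 37 deg C.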
Vif-APOBEC3F blk: inhibitors of Vif-A3F interaction | HeLa A3F-eYFP + Vif (tagged APOBEC3F with the HIV-1 protein that degrades it), YFP fluorescence increase | Potency, µM (highest dose often 46.1 µM), without a hit: at the top dose activity, negative = active | 390,000 compounds, 0.2% hits; also: potency is read from the fitted curve at half-maximal effect; % of control where 0% means no effect; nearly all actives have a fitted effect of over 65% in size
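HeLa cells stably expressing Vif plus C-terminally eYFP-tagged A3F were seeded, incubated overnight at 37 deg C, dosed with compound, incubated overnight again at 37 deg C. Yellow fluorescence (Ex 488/Em 500-530) reported blocked Vif-mediated A3F-eYFP degradation.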
Glioma ERSR ind: inducers of ER stress response in human glioma cells; U87-MG GRP78 promoter luciferase reporter, 16 h; Potency, µM, without a hit: at the top dose activation, usual class: activators; 420,000 compounds, 0.02% hits; AID 602332; also: potency is read from the fitted curve at half-maximal effect; series mostly up to about 76 µM; % of control where 0% means no effect; nearly all actives have a fitted effect of over 35% in size
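Stably transfected U87-MG human glioma cells carrying a GRP78-based luminescent sensor were seeded at 1000 cells/well, pin-dosed with compounds and incubated 16 h. Luciferase reagent was then added, and end-point luminescence was read after 10 min at room temperature.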
RGS4 inh: blocks human RGS4-accelerated GTP hydrolysis. P49798. Transcreener GDP fluorescence polarization, RGS4-accelerated GTP hydrolysis. Potency, µM (highest dose often 114 µM), without a hit: at the top dose activity change, negative = inhibition, most hits filed as inhibitors. 390,000 compounds, 0.039% hits. AID 504845; also: potency is read from the fitted curve at half-maximal effect; % is scaled to controls: 0 for no effect and ±100 for the full control effect; nearly all actives have a fitted effect of over 75% in size; some results filed as inactive show a strong effect at the top dose
Target sequence (P49798 whole entry, looked up): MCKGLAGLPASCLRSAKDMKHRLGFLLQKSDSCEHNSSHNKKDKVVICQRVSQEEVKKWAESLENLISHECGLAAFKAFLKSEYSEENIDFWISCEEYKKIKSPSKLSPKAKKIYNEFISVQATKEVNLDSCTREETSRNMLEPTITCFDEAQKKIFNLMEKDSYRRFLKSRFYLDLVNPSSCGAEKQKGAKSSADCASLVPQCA
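MLSMR compounds (23 nl, pin-transferred) preincubated 10 min at room temperature with a 500nM (2x) first reagent, then RGS4 at 900nM (2x) plus Transcreener GDP mix added; fluorescence polarization (620/688 nm) read before and after 90 min at 30 °C.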
TrxR1 inh: inhibitors of rat thioredoxin reductase 1; O89049; recombinant rTrxR1, NADPH fluorescence consumption, selenite substrate; Potency, µM (titrated, usually from 114 µM), for the others: top-dose activity change, negative = inhibition, usual class: inhibitors; 390,000 compounds, 1% hits; AID 588453; also: potency is read from the fitted curve at half-maximal effect; % is scaled to controls: 0 for no effect and ±100 for the full control effect; nearly all actives have a fitted effect of over 65% in size
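Rat TrxR1 (90 nM in the dispensed reagent) was pre-reduced with 400 uM NADPH for 5 min at room temperature, then incubated with compound for 15 min. After 400 uM selenite was added, NADPH fluorescence (Ex 340/Em 450 nm) was followed for 8 min.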
IDH1 R132H inh: inhibitors of human mutant IDH1 R132H; O75874; IDH1-R132H enzyme, NADPH consumption, diaphorase/resazurin fluorescence; Potency, µM (doses to about 76.6 µM), for inactives: top-dose activity change, negative = inhibition, hits mostly inhibitors; 390,000 compounds, 0.093% hits; also: potency is read from the fitted curve at half-maximal effect; % is scaled to controls: 0 for no effect and ±100 for the full control effect; nearly all actives have a fitted effect of over 65% in size
Target sequence (O75874 whole entry R132H, stated change not applied): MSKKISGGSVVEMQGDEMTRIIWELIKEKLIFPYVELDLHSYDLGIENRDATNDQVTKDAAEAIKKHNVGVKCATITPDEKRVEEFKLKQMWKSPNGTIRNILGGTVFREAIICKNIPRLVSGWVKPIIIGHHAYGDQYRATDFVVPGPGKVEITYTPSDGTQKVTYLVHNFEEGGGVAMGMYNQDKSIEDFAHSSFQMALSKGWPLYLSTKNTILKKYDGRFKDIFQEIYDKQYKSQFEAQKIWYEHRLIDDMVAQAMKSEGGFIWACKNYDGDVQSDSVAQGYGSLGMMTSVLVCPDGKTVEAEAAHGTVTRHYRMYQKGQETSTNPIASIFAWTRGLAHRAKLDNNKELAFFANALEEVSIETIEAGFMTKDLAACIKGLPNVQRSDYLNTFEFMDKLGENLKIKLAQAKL
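IDH1-R132H (0.5 ug/mL) preincubated 30 min with compound, then NADPH (0.016 mM) and alpha-KG (2 mM) added; 80 min at RT, pH 7.5. Remaining NADPH coupled via diaphorase/resazurin to fluorescence (540/590 nm); concentration-response curves normalized to no-enzyme control.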
USP1-UAF1 inh: USP1/UAF1 (human) deubiquitinase inhibition | Potency, µM (titrated, usually from 57.1 µM), for the others: at the top dose activity change, negative = inhibition, hits mostly inhibitors | AID 743255 | recombinant USP1/UAF1, Ub-Rhodamine cleavage fluorescence | 390,000 compounds, 0.23% hits; also: potency is read from the fitted curve at half-maximal effect; % is scaled to controls: 0 for no effect and ±100 for the full control effect; nearly all actives have a fitted effect of over 60% in size; inactives centre near -12
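USP1/UAF1 complex at 1 nM was preincubated with compound for 15 min at room temperature, then Ub-Rho substrate (150nM final) was added. Fluorescence (480/540 nm) was read kinetically, 6 reads every 60 seconds.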
Numbers without * were called inactive; ? = inconclusive; & = joins results of further samples; ! = not confirmed by another sample; [ ] = dose if it differs, or a comment. Unless noted, calls follow the shape of the dose curve; as a rule, active = well fitted curve in the direction sought with a large enough effect; inconclusive = small, poorly fitted or top-dose-only effect, or another doubt; inactive = no such curve, though single readings can be large; an effect the other way counts as inactive or inconclusive. Not all compounds are listed; count on the stated rates, not on these rows.

SMILES	LDHA block	TrxR1 substrate	Vif-APOBEC3G blk	Vif-APOBEC3F blk	Glioma ERSR ind	RGS4 inh	TrxR1 inh	IDH1 R132H inh	USP1-UAF1 inh
CC[C@]12CCCN3CCc4c(n(c5ccccc45)[C@@](O)(C(=O)OC)C1)[C@@H]32	-3	0%[57.1 µM]	-1%	-11%	2%	4%	18%[57.1 µM]	-3%	-18%
COc1ccc(S(=O)(=O)Nc2nnc(CC(C)C)s2)cc1	-2	-5%	0%	-1%	-5%&-2%&-2%	-16%	4%	2%	-15%
CCN(CC)CCOC(=O)C(c1ccccc1)c1ccccc1	1	-3%	-2%	-1%	-2%&-4%&-5%	3%	10%	0%	-25%
Nc1cc(=O)[nH]c(N)n1	-7	6%[57.1 µM]	-2%	12%	-4%&0%&-4%&-3%	3%[56.9 µM]	40%[activator][57.1 µM]	-5%	-13%
CN=C(N)NC(=O)Nc1c(C)cccc1C	-9	7%	3%	-20%	-2%&1%	-11%	8%[57.1 µM]	-3%	-3%
C#C[C@]1(O)CC[C@H]2[C@@H]3CCC4=CC(=O)CC[C@@H]4[C@H]3CC[C@@]21CC	-3&-9	6%&-3%	-2%&-3%	5%&-4%	20µM*!	-1%&9%	13%&7%	0%&0%	-30%&-12%
COc1ccc(NC(=O)C2CCCN(c3nnc(C)c4c(C)n(-c5ccccc5)nc34)C2)cc1Cl (centres undefined)	1	21%	?	?	-10%	26%	21%	-4%	-7%
O=C(NCCN1CCOCC1)c1ccc(Cl)cc1	-13	6%[57.1 µM]	0%	2%	-1%&-3%&-2%&-3%	-3%[56.9 µM]	6%[57.1 µM]	-21%	-8%
CCCCOC(=O)c1ccc(N)cc1	-6	4%	-2%	0%	-4%&8%&-1%	10%	16%	11%	-31%
CCN(CC)S(=O)(=O)c1ccc(C(=O)O)cc1	-4	9%	2%	1%	-2%&-4%	0%	21%	6%	-11%
C[C@H]1c2cccc(O)c2C(O)=C2C(=O)[C@]3(O)C(O)=C(C(N)=O)C(=O)[C@@H](N(C)C)[C@@H]3[C@@H](O)[C@@H]21	-9	0%[57.1 µM]	1%	5%	-2%&-1%&0%	?	?	13%	-8%
CN1CCN(CCCN2c3ccccc3Sc3ccc(S(=O)(=O)N(C)C)cc32)CC1	-3	-1%	1%	-3%	-3%&-6%	-14%	15%	8%	?

Given with two lines to a compound: entries from further up.
Values in the order – LDHA block, TrxR1 substrate, Vif-APOBEC3G blk, Vif-APOBEC3F blk, Glioma ERSR ind, RGS4 inh, TrxR1 inh, IDH1 R132H inh, USP1-UAF1 inh
C#C[C@]1(O)CC[C@H]2[C@@H]3CCC4=CC(=O)CC[C@@H]4[C@H]3CC[C@@]21CC
  -3&-9, 6%&-3%, -2%&-3%, 5%&-4%, 20µM*!, -1%&9%, 13%&7%, 0%&0%, -30%&-12%
COc1ccc(NC(=O)C2CCCN(c3nnc(C)c4c(C)n(-c5ccccc5)nc34)C2)cc1Cl (centres undefined)
  1, 21%, ?, ?, -10%, 26%, 21%, -4%, -7%

Some values from the entries so far:
In Vif-APOBEC3F blk, CCCCOC(=O)c1ccc(N)cc1 is listed with 0%
In Glioma ERSR ind, CN1CCN(CCCN2c3ccccc3Sc3ccc(S(=O)(=O)N(C)C)cc32)CC1 is listed with -3%&-6%
In TrxR1 inh, Nc1cc(=O)[nH]c(N)n1 is listed with 40%[activator][57.1 µM]
